# Assay outcomes (PubChem BioAssay)
# Growth percent in the NCI-60 one-dose screen (48 h, 10 µM unless noted): 100 = growth as untreated, 0 = no growth, -100 = all killed.
# SK-MEL-28: SK-MEL-28 melanoma | 81,000 compounds, 4.1% hits | AID 1794761
# M14: M14 melanoma; 80,000 compounds, 6.2% hits
# UACC-62: UACC-62 melanoma; 81,000 compounds, 5.4% hits
# A549/ATCC: A549/ATCC NSCLC; 81,000 compounds, 3.7% hits; AID 1794740
# SK-MEL-5: SK-MEL-5 melanoma. 80,000 compounds, 6.4% hits. AID 1794755
# UACC-257: UACC-257 melanoma; 78,000 compounds, 4.4% hits; AID 1794764
# SK-MEL-2: SK-MEL-2 melanoma. 77,000 compounds, 4.7% hits. AID 1794763
# MDA-MB-435: MDA-MB-435 melanoma; 82,000 compounds, 7.8% hits; AID 1794794
# Starred values were filed as active, the others as inactive; · = not tested or not shown. The calls were made as follows: active = growth percent below 10; inactive = the rest.
SMILES,SK-MEL-28,M14,UACC-62,A549/ATCC,SK-MEL-5,UACC-257,SK-MEL-2,MDA-MB-435
COc1cc2c(cc1OC)C(c1c(-c3c(Cl)cccc3Cl)noc1C)=NCC2,106,93,85,109,83,112,90,84
Cc1noc(C)c1-c1ccc(=O)n(Cc2cccc3cccnc23)n1,107,84,82,87,95,85,95,97
COC(=O)c1ccccc1N=CCC(C)CCCC(C)(C)O (stereo not given),109,94,83,96,96,101,104,98
O=[N+]([O-])c1cccc(C2c3sc4ccc(Cl)cc4c3Nc3nnc(-c4cccc(F)c4)n32)c1 (stereo not given),115,103,96,98,96,106,111,111
COc1ccc(/C=C2\SC(=S)N(/C=C3\C(=O)N(c4ccccc4)N=C3C)C2=O)cc1OC,77,59,69,69,73,61,90,77
Cc1sc2nc3c4ccccc4c(NCCCN(C)C)nn3c(=O)c2c1C,-88*,-96*,44,15,9.7*,·,·,25
Nc1nc(-c2ccc(Cl)cc2)cc(-c2cc3ccccc3oc2=O)n1,110,95,92,103,91,132,·,104
COC(=O)c1c(C#N)c(C#N)c2c([nH]c3ccccc32)c1C(=O)OC,101,93,89,93,104,95,105,111
CC(=O)Nc1cc(C)ccc1C,105,101,98,100,93,101,101,102
CN1CCc2nc3sc(C(=O)Nc4cccc5ccccc45)c(N)c3cc2C1,102,89,87,91,91,91,89,68
O=C(O)CN1C(=O)c2cccc([N+](=O)[O-])c2C1=O,106,99,106,101,97,105,88,99
O=C(CN1CCOCC1)Nc1cccc(-c2cc3ccccc3[nH]2)c1,106,99,86,87,·,94,101,102
O=[N+]([O-])c1ccc(-c2cc3c(Nc4ccc(OCc5cccc(Cl)c5)c(Cl)c4)ncnc3s2)cc1,87,36,78,29,98,59,79,74
CCN(CC)C(=O)C1CCN(C(=O)c2ccccc2)CC1,107,102,97,104,101,103,98,104
O=C1C=CN2C(=O)CCC=C[C@H]2[C@H]1O,109,100,109,110,111,106,114,109
C=C1CC[C@@H]2[C@](C)(COC(C)=O)[C@H](OC(C)=O)CC[C@@]2(C)[C@@H]1CC(Nc1ccc(S(=O)(=O)Nc2nccc(C)n2)cc1)C1=CCOC1=O (stereo not given in full),-7.1*,11,24,63,45,48,40,0.2*
N/C(=N\S(=O)(=O)c1cc(C(F)(F)F)cc(C(F)(F)F)c1)c1ccncc1,117,98,97,96,104,99,101,115
NC(N)=NS(=O)(=O)c1ccc(N=NC2C(=O)NN(c3ccc([N+](=O)[O-])cc3[N+](=O)[O-])C2=O)cc1 (stereo not given),110,86,59,92,99,118,·,98
Cc1n[nH]c(C)c1Cc1ccc(Cc2c(C)n[nH]c2C)cc1,112,109,101,98,97,100,106,102
CCCCNC(=O)c1ccccc1C,101,90,101,100,93,100,100,98
O=C(CSc1nc(-c2ccc(Cl)cc2)cn1-c1ccc(Cl)cc1)c1ccc(-c2ccccc2)cc1,105,89,95,64,97,·,86,83
CCN1CCN(c2nc(NNC(=O)c3ccc(OC)cc3)nc(N3CCN(C(c4ccccc4)c4ccccc4)CC3)n2)CC1,64,-40*,68,64,-74*,10,78,18
COc1ccc(Cc2cc(-c3ccccc3)nn(C/C(=N/O)c3ccccc3)c2=O)cc1OC,101,98,60,67,75,83,88,94
COc1cccc(CNc2c3ccccc3nc3ccccc23)c1OC,66,34,51,30,56,55,79,46

# One compound at a time, as listed above:
# NC(N)=NS(=O)(=O)c1ccc(N=NC2C(=O)NN(c3ccc([N+](=O)[O-])cc3[N+](=O)[O-])C2=O)cc1 (stereo not given) is entered as SK-MEL-28 = 110; M14 = 86; UACC-62 = 59; A549/ATCC = 92; SK-MEL-5 = 99; UACC-257 = 118; SK-MEL-2 = ·; MDA-MB-435 = 98
# CCCCNC(=O)c1ccccc1C is entered as SK-MEL-28 = 101; M14 = 90; UACC-62 = 101; A549/ATCC = 100; SK-MEL-5 = 93; UACC-257 = 100; SK-MEL-2 = 100; MDA-MB-435 = 98

# Later entries.
SMILES,SK-MEL-28,M14,UACC-62,A549/ATCC,SK-MEL-5,UACC-257,SK-MEL-2,MDA-MB-435
CC(=O)c1c(C)[nH]c(-c2nc3ccc(N4CCN(C)CC4)cc3[nH]2)c1C,88,64,44,65,65,73,69,70
Cc1ccc(Nc2n[nH]c(=S)s2)cc1F,99,106,88,100,95,107,126,101
CC(O)c1ccc(Sc2ccccc2)cc1 (stereo not given),125,99,80,105,95,·,114,110
CN1CCN(CCCOC(=O)c2c3c(n4ccccc24)C(=O)c2ncccc2C3=O)CC1,13,-86*,-49*,-48*,-98*,-34*,-53*,-40*
Cc1ccsc1[C@@H]1C[C@@H]2Cc3cc(Cl)ccc3N1O2,101,105,84,87,101,90,101,87
O=C(/C=C/C(=O)OCCCl)OCCCl,110,112,104,91,101,95,92,109
N#CCCN(CCC#N)/N=N\c1nc[nH]c1C(N)=O,99,76,94,94,101,82,100,110
O=C1OC(c2cc(I)c(O)c(I)c2)(c2cc(I)c(O)c(I)c2)c2ccccc21,102,102,96,44,100,·,·,113
COc1ccc(-n2c(N)c(C(=O)NCCN3CCOCC3)c3nc4ccccc4nc32)cc1OC,99,97,61,43,60,·,51,76
O=C(NO)Oc1cccc2ccccc12,117,102,104,103,·,110,102,121
Cc1ccc(/C=C(\C#N)C(=O)Nc2ncc(Cc3ccccc3Cl)s2)o1,97,69,17,66,90,91,54,39
O=C(N=Nc1c(O)[nH]c2ccccc12)Nc1ccc(Cl)cc1,91,95,76,93,91,96,100,95

# Structures from the list above containing a nitro group on carbon, in the order listed:
SMILES,SK-MEL-28,M14,UACC-62,A549/ATCC,SK-MEL-5,UACC-257,SK-MEL-2,MDA-MB-435
O=[N+]([O-])c1cccc(C2c3sc4ccc(Cl)cc4c3Nc3nnc(-c4cccc(F)c4)n32)c1 (stereo not given),115,103,96,98,96,106,111,111
O=C(O)CN1C(=O)c2cccc([N+](=O)[O-])c2C1=O,106,99,106,101,97,105,88,99
O=[N+]([O-])c1ccc(-c2cc3c(Nc4ccc(OCc5cccc(Cl)c5)c(Cl)c4)ncnc3s2)cc1,87,36,78,29,98,59,79,74
NC(N)=NS(=O)(=O)c1ccc(N=NC2C(=O)NN(c3ccc([N+](=O)[O-])cc3[N+](=O)[O-])C2=O)cc1 (stereo not given),110,86,59,92,99,118,·,98

# Further records.
SMILES,SK-MEL-28,M14,UACC-62,A549/ATCC,SK-MEL-5,UACC-257,SK-MEL-2,MDA-MB-435
C#CCOc1cc(N(CC)CC)ccc1C(C(=O)NC(C)(C)C)N(C(=O)C1CCc2cc(F)ccc2O1)c1ccc(F)cc1F (stereo not given),63,43,29,37,11,30,-30*,41
O=S(=O)(Nc1cc(Sc2cccc3cccnc23)c(O)c2ccccc12)c1ccccc1,0.3*,-16*,-40*,16,-25*,-9.4*,13,11
CC(C)C[C@H](NC(=O)Cn1ccc2ncccc2c1=O)B(O)O,107,107,107,98,103,94,95,98
C=CCN1C(=O)CSC1=S,108,99,95,101,96,99,101,112
CC(=O)Oc1cccc(C(=O)O)c1,106,103,92,85,104,83,100,104
COc1ccc(CNC(=O)c2c(C)n([O-])c3ccc(OC)cc3[n+]2=O)cc1,108,107,95,·,95,109,102,115
COc1cc2c(c(OC)c1OC)CCC(c1cccc(C(=O)Nc3cccc(Cl)c3)c1)O2 (stereo not given),78,62,53,62,63,75,58,82
NNC(=S)NNc1ccccc1,108,100,·,112,97,100,127,95
COC(=O)c1c(C)nc(Nc2nc3ccccc3s2)nc1-c1ccc(F)cc1,103,94,70,83,64,95,98,106
S=C(Nc1ccccc1)Nc1ccc(OCc2nc3ccccc3[nH]2)cc1,62,37,34,31,49,48,25,25
Cc1ccc(S(=O)(=O)Nc2ccccc2N=Cc2ccc([N+](=O)[O-])cc2[N+](=O)[O-])cc1,102,97,66,91,87,85,79,81
O=C1CCC(C(=O)NNCCO)N1 (stereo not given),110,102,100,102,101,108,108,106

# Taken from above.
# COc1ccc(CNC(=O)c2c(C)n([O-])c3ccc(OC)cc3[n+]2=O)cc1 – SK-MEL-2 = 102
# CC(=O)Oc1cccc(C(=O)O)c1 – UACC-257 = 83

# Remaining list, next part
SMILES,SK-MEL-28,M14,UACC-62,A549/ATCC,SK-MEL-5,UACC-257,SK-MEL-2,MDA-MB-435
CC[n+]1cccc(O)c1,116,109,101,90,96,87,79,112
N/C(CC(=O)Nc1ccc(F)cc1)=N\O,112,103,102,105,·,101,·,109
CC1=CC(c2ccc(C)cc2)N2N=C(C)SC2=N1 (stereo not given),102,112,101,98,102,94,112,98
c1ccc(NCCNc2ccccc2)cc1,107,90,92,110,102,93,89,111
COc1ccc(NC(=O)CSc2ccc(-c3ccc(Br)cc3)nn2)cc1,106,104,94,106,99,111,112,112
C#CCNC(=O)c1cc(C(=O)c2ccc(Cl)cc2)n2c(C)cccc12,115,113,98,82,90,91,117,107
CN(C)c1ccc(C2CC(c3ccccc3)=NN2Cn2nnc3ccccc32)cc1 (stereo not given),118,120,91,89,98,102,125,94
NC(=O)c1ccc[n+](CC(=O)c2ccccc2)c1,115,97,106,94,101,·,104,109
CCCCCCCCn1ccc2cc(NC(=O)Cn3cc(CN4CCN(CC)CC4)nn3)ccc21,80,-64*,-78*,64,78,79,101,-84*
O=C(Nc1sc2c(c1C(=O)O)CCCC2)c1cccc(C(F)(F)F)c1,94,99,78,85,81,81,99,86
O=[N+]([O-])c1ccc(S(=O)(=O)N2CCN(C3=NS(=O)(=O)c4ccccc4N3c3ccccc3)CC2)cc1,135,113,98,96,91,101,62,97
CCc1ccc(NC(c2cc3ccc(N(CC)CC)cc3oc2=O)c2nnnn2C(C)(C)C)cc1 (stereo not given),104,109,77,86,82,96,100,97

# Part of the list above, with two lines to a compound.
# Every second line gives: SK-MEL-28 | M14 | UACC-62 | A549/ATCC | SK-MEL-5 | UACC-257 | SK-MEL-2 | MDA-MB-435
> CC1=CC(c2ccc(C)cc2)N2N=C(C)SC2=N1 (stereo not given)
    102 | 112 | 101 | 98 | 102 | 94 | 112 | 98
> c1ccc(NCCNc2ccccc2)cc1
    107 | 90 | 92 | 110 | 102 | 93 | 89 | 111
> COc1ccc(NC(=O)CSc2ccc(-c3ccc(Br)cc3)nn2)cc1
    106 | 104 | 94 | 106 | 99 | 111 | 112 | 112
> C#CCNC(=O)c1cc(C(=O)c2ccc(Cl)cc2)n2c(C)cccc12
    115 | 113 | 98 | 82 | 90 | 91 | 117 | 107
> CN(C)c1ccc(C2CC(c3ccccc3)=NN2Cn2nnc3ccccc32)cc1 (stereo not given)
    118 | 120 | 91 | 89 | 98 | 102 | 125 | 94
> NC(=O)c1ccc[n+](CC(=O)c2ccccc2)c1
    115 | 97 | 106 | 94 | 101 | · | 104 | 109
> CCCCCCCCn1ccc2cc(NC(=O)Cn3cc(CN4CCN(CC)CC4)nn3)ccc21
    80 | -64* | -78* | 64 | 78 | 79 | 101 | -84*

# (next part)
SMILES,SK-MEL-28,M14,UACC-62,A549/ATCC,SK-MEL-5,UACC-257,SK-MEL-2,MDA-MB-435
COc1ccc(CN2C(=O)C(Cl)=C(Nc3cccc(C(F)(F)F)c3)C2=O)cc1,55,64,58,59,63,55,82,25
CN(C)c1ncnc2nc(Cl)[nH]c12,99,102,102,81,104,·,111,105
Cc1c(C(=O)C(SC(=S)N(C)C)SC(=S)N(C)C)nnn1-c1ccc([N+](=O)[O-])cc1,111,107,88,96,97,95,96,99
N#Cc1c(-c2ccc(Cl)cc2)cc(-c2c[nH]c3ccccc23)nc1-c1c[nH]c2ccccc12,103,102,89,100,99,109,104,107
O=S(=O)(c1ccc(N/N=C\c2cccc3ccccc23)cc1)c1ccc(N/N=C/c2cccc3ccccc23)cc1,100,89,101,88,102,102,95,96
O=S(=O)(NCCCNc1nccc(-c2[nH]c(-c3ccccc3)nc2-c2ccc(F)c(O)c2)n1)c1cccc2ccccc12,54,29,26,52,34,44,17,37
Cc1ccc2[nH]cc(-c3nc(-c4cn(C)c5ncccc45)cs3)c2c1,91,80,79,76,77,94,89,79
Cc1ccc(S(=O)(=O)Nc2ccc3[nH]ccc3c2)cc1,107,·,79,101,97,103,105,95
CN1c2ccccc2S(=O)(=O)n2nc(CSc3nc4ccccc4s3)nc21,·,101,91,113,97,112,111,100
CC(=O)Nc1ccc(NC(=O)CSc2nnc(Cc3ccccc3Nc3c(Cl)cccc3Cl)o2)cc1,116,105,97,99,102,99,111,104
O=C(O)CSc1ccc(Cl)cc1,115,96,97,·,104,·,81,99
CCOC(=O)c1c(Nc2ccc(S(=O)(=O)Nc3nccs3)cc2)nnc(-c2ccccc2)c1-c1ccccc1,113,104,93,110,98,104,118,119
O=C(NN1C(=O)CSC1c1ccc(Cl)cc1)c1ccc(NC(=O)c2ccccn2)cc1 (stereo not given),102,94,72,96,94,120,106,102
O=c1ccc(=O)n(-c2nc(-c3cc4ccccc4oc3=O)cs2)[nH]1,100,91,89,101,96,102,105,98
